Wnt bcat act – Wnt/beta-catenin pathway activators, primary screen, cell-based, plate reader, single point; activation, % at 9.35 µM; Wnt/beta-catenin reporter cell assay, activator; 300,000 tested, 1.2% active; in the data active = activation above about 30%, passing the limit was not always enough; inconclusive = no clear call, values can overlap the other calls;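 also: 0% = neutral control wells and 100% = positive control wells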
PvdQ acylase – P. aeruginosa PvdQ acylase inhibitors, primary screen, biochemical, fluorescence, plate reader and imaging, single point; inhibition, % at 10 µM; AID 488965, 2010; 340,000 tested, 0.063% active; purified PvdQ acylase; in the data active = inhibition above about 30%, passing the limit was not always enough; inconclusive = no clear call, values can overlap the other calls;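 also: 0% = vehicle neutral wells and 100% = reference inhibitor wells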
CDK5 p35 inh – inhibitors of human CDK5/p35 kinase, primary screen, biochemical, single concentration | Cyclin-dependent kinase 5 (Homo sapiens) + Cyclin-dependent kinase 5 activator 1 (Homo … | Recombinant CDK5/p35, ADP-Glo luminescence, 60 min | inhibition, % at 10 µM | AID 488839, 2010 | 330,000 tested, 0.01% active;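 active = highest replicate inhibition of at least 50% and at least 75% of replicates reaching 50%; inconclusive = only one of the two criteria met; inactive = both criteria failed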;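 also: plate controls were DMSO neutral control for no effect and GW8510 at 10 µM for full effect; many of its hits are not listed in these tables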
dFosB activator – activators of delta FosB homodimer, primary screen, biochemical, fluorescence polarization, TAMRA-CDK5 oligo, single point. Protein FosB (Mus musculus), P13346. purified delta FosB; percent of positive-control signal above neutral wells. activation, % at 25 µM. 340,000 tested, 0.99% active. AID 493131, 2011;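 active = mean activation above about 17%, with every replicate also reaching it, limit read from the data, passing the limit was not always enough; inconclusive = only one of the two conditions met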;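 also: fluorescence polarization rise as delta FosB binds a TAMRA Cdk5 AP-1 oligo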
SR-BI DiI inh – inhibitors of SR-BI mediated HDL lipid uptake, primary screen, ldlA[mSR-BI] cells, fluorescence, single point; AID 488896, 2010; ldlA[mSR-BI] CHO cells, DiI-HDL uptake fluorescence, 3 h; inhibition, % at 12.5 µM; 320,000 tested, 0.96% active;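 active = mean replicate inhibition of at least 70% and a set share of replicates each scoring 70 or more; inconclusive = meets just one of the two criteria; inactive = fails both criteria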;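 also: 0% = median of neutral control wells and 100% = median of positive control wells; values of inactives mirror those of a sister screen read the other way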
HTR5A ag – HTR5A agonists in luminescence cell assay, primary screen, counter-screen for OPRM1-OPRD1 heterodimer agonist project, full-deck HTS | activation, % at 9.3 µM | 340,000 tested, 0.61% active | cell-based; in the data active = activation mostly above about 9.5%, no sharp cut-off; inactive = mostly below about 7.6%;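 also: 0% = cells with vehicle only and 100% = reference agonist; strong numbers were not always called active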
NSD2 HMT inh – NSD2 histone methyltransferase inhibitors, primary screen, biochemical, AlphaScreen, single concentration, set 2. 310,000 tested, 0.54% active. inhibition, % at 12.5 µM. NSD2 peptide methylation, 120 min. Histone-lysine N-methyltransferase NSD2 (Homo sapiens), O96028; in the data active = inhibition above about 50%
MITF act – activators of MITF-driven TRPM1 promoter reporter, primary screen, cell-based, SK-MEL-5, luciferase, single point | SK-MEL-5 TRPM1-promoter luciferase, 24 h; % of positive control, neutral wells = 0 | activation, % at 12.5 µM | 300,000 tested, 0.75% active;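 active = mean activation of at least 80% with every replicate also reaching 80%; inconclusive = mean reaches 80% but some replicate falls short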;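 also: 0% = neutral control wells and 100% = parthenolide positive control wells; values of inactives mirror those of a sister screen read the other way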
HTR5A inv ag – HTR5A inverse agonists in luminescence cell assay, primary screen, counter-screen for OPRM1-OPRD1 heterodimer inverse agonist project, full-deck HTS; 340,000 tested, 0.083% active; inhibition, % at 9.3 µM; 5-hydroxytryptamine receptor 5A (Homo sapiens), P47898; HTR5A cell line, inverse agonism; in the data active = inhibition mostly above about 23%, no sharp cut-off; inactive = mostly below about 18%;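 also: 0% = cells with DMSO and 100% = no-cell wells with DMSO; some compounds called inactive have numbers as strong as hits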
V-ATPase pH – regulators of yeast V-ATPase proton pumping, primary screen, pHLuorin cytosolic pH fluorescence; S. cerevisiae; AID 504577, 2011; response, % at 10 µM; 350,000 tested, 0.37% active; in the data active = response mostly above about 7.3%, no sharp cut-off; inactive = mostly below about 5.4%; also: actives read high; inactives centre near 0; some compounds called inactive have numbers as strong as hits; reference of the scale not given here
* hit, by the source's call.

For O=C(N/C(=C\c1ccc(Br)cc1)C(=O)N1CCOCC1)c1ccccc1Cl the results were Wnt bcat act 1, PvdQ acylase 0, CDK5 p35 inh 0.7, dFosB activator -5, SR-BI DiI inh -7, HTR5A ag 4, NSD2 HMT inh -3, MITF act -11, HTR5A inv ag -9 and V-ATPase pH 1.
Screening CCCn1nnnc1SCC(=O)NCc1ccc2c(c1)OCO2 returned PvdQ acylase -9, CDK5 p35 inh -0.5, dFosB activator -1, SR-BI DiI inh 14, HTR5A ag 5, NSD2 HMT inh -3, HTR5A inv ag -11 and V-ATPase pH -1.
`COc1cccc2cc(CC(=O)c3cc(C)ccc3C)c(=O)oc12` gave Wnt bcat act 4, PvdQ acylase -11, CDK5 p35 inh 0.7, dFosB activator -1, SR-BI DiI inh 1, HTR5A ag -4, NSD2 HMT inh 2, HTR5A inv ag 15 and V-ATPase pH 0.
CN(C)C(=O)CCSc1nnc(-c2ccncc2)o1 was read as Wnt bcat act 0, PvdQ acylase 1, CDK5 p35 inh 0.2, dFosB activator 2, SR-BI DiI inh 2, HTR5A ag 4, NSD2 HMT inh 0, MITF act 9, HTR5A inv ag -10 and V-ATPase pH -1.
For COc1ccc(C2NS(=O)(=O)N=C2N)cc1 (centres undefined) the results were Wnt bcat act -2, PvdQ acylase -1, CDK5 p35 inh 0.6, dFosB activator -1, SR-BI DiI inh -16, HTR5A ag 3, NSD2 HMT inh -9, MITF act 21, HTR5A inv ag -8 and V-ATPase pH -3.
For COC(=O)CN1C(=O)[C@H]2[C@@H](c3ccc(C)o3)N3C(=O)CN(CC4CC4)C(=O)[C@@]3(C)[C@H]2C1=O the results were Wnt bcat act -3, PvdQ acylase -13, CDK5 p35 inh 0.2, dFosB activator -2, SR-BI DiI inh -13, HTR5A ag 2, MITF act 1, HTR5A inv ag -1 and V-ATPase pH 4.
For Cc1ccc2c(c1)N(CC(=O)NCCCc1ccccc1)C(=O)c1cccnc1O2 the results were Wnt bcat act -2, PvdQ acylase -8, CDK5 p35 inh 0.8, dFosB activator -7, SR-BI DiI inh -9, HTR5A ag -4, MITF act 1, HTR5A inv ag 11 and V-ATPase pH -3.
`Cc1cc(C)n(-c2ccc(Cl)c(C(=O)OCC(N)=O)n2)n1` gave PvdQ acylase -14, CDK5 p35 inh 0.8, dFosB activator -1, SR-BI DiI inh -18, HTR5A ag 1, NSD2 HMT inh 0, MITF act 13, HTR5A inv ag -42 and V-ATPase pH -3.
Screening CCC1=NN2C(=N)/C(=C\c3ccc(SCc4ccco4)o3)C(=O)N=C2S1 returned Wnt bcat act 1, PvdQ acylase -3, CDK5 p35 inh -3.0, dFosB activator 2, SR-BI DiI inh -6, HTR5A ag -1, NSD2 HMT inh 103*, MITF act 9, HTR5A inv ag -21 and V-ATPase pH 2.
For C=CCOC(=O)C1=C[C@@H](c2csc3ccccc23)C[C@@H](OCc2ccc(CO)cc2)O1 the results were Wnt bcat act -3, PvdQ acylase -11, CDK5 p35 inh -1.5, dFosB activator -11, SR-BI DiI inh 19, HTR5A ag 16, MITF act -14, HTR5A inv ag -47 and V-ATPase pH 0.
`COc1ccc(C2SCCN2C(=S)Nc2ccc(F)cc2)cc1` (centres undefined) gave Wnt bcat act 19, PvdQ acylase -7, CDK5 p35 inh -0.2, dFosB activator -5, SR-BI DiI inh 4, HTR5A ag 3, NSD2 HMT inh -1, MITF act 8, HTR5A inv ag 3 and V-ATPase pH 2.
`Cc1ccc(NC(=O)CSCC#N)cc1` gave PvdQ acylase -2, CDK5 p35 inh -1.3, dFosB activator -3, SR-BI DiI inh -17, HTR5A ag -1, NSD2 HMT inh -1, MITF act -12, HTR5A inv ag -11 and V-ATPase pH 2.
For Nc1ccc2oc(=O)c3ccccc3c2c1 the results were PvdQ acylase 0, CDK5 p35 inh -0.9, dFosB activator 8, SR-BI DiI inh 2, HTR5A ag -5, NSD2 HMT inh -3, MITF act inconclusive, HTR5A inv ag -10 and V-ATPase pH -3.
For COc1cc(CNCCN2CCOCC2)ccc1OCc1ccc(Cl)cc1Cl the results were PvdQ acylase -13, CDK5 p35 inh 0.1, dFosB activator 1, SR-BI DiI inh 42, HTR5A ag 4, NSD2 HMT inh 12, MITF act 1, HTR5A inv ag -11 and V-ATPase pH -4.
CCOC(=O)C1CCN(c2c(NCCC(C)C)c(=O)c2=O)CC1 was read as Wnt bcat act 0, PvdQ acylase -5, CDK5 p35 inh 0.3, dFosB activator -4, SR-BI DiI inh -5, HTR5A ag 2, NSD2 HMT inh 1, MITF act -7, HTR5A inv ag 24 and V-ATPase pH -1.
`Cc1cccc(C)c1NC(=O)CC(NCCc1ccccc1)C(=O)O` (centres undefined) gave Wnt bcat act -4, PvdQ acylase -10, CDK5 p35 inh -0.2, dFosB activator 4, SR-BI DiI inh -4, HTR5A ag 0, NSD2 HMT inh -1, MITF act 4, HTR5A inv ag -2 and V-ATPase pH -2.
`CCCCOC(=O)c1ccc(-c2ccc(/C=N/NC(=S)NCC)o2)cc1` gave Wnt bcat act 2, PvdQ acylase 17, CDK5 p35 inh -0.3, dFosB activator -4, SR-BI DiI inh 88*, HTR5A ag 5, NSD2 HMT inh -4, MITF act -4, HTR5A inv ag -7 and V-ATPase pH -5.
For CC(C)N(C(=O)Cn1cc(SCC(=O)NCc2ccco2)c2ccccc21)C(C)C the results were Wnt bcat act -1, PvdQ acylase -15, CDK5 p35 inh -0.2, dFosB activator -8, SR-BI DiI inh 23, HTR5A ag 1, NSD2 HMT inh -2, MITF act -2, HTR5A inv ag 17 and V-ATPase pH 3.
`CCOc1ccc(NC(=O)CN(Cc2ccccc2)S(C)(=O)=O)cc1` gave PvdQ acylase -8, CDK5 p35 inh -2.7, dFosB activator -10, SR-BI DiI inh -5, HTR5A ag -2, NSD2 HMT inh -4, MITF act 3, HTR5A inv ag 7 and V-ATPase pH 6.
Screening COc1ccc(OC)c(NC(=O)Cn2c(CCC(=O)O)ccc2-c2cccs2)c1 returned Wnt bcat act -2, PvdQ acylase -4, CDK5 p35 inh -0.2, dFosB activator 6, SR-BI DiI inh -9, HTR5A ag 4, NSD2 HMT inh 20, MITF act -6, HTR5A inv ag -2 and V-ATPase pH -2.
CC1CCN(S(=O)(=O)c2cc3c4c(c2)CCN4C(=O)CC3)CC1 was read as Wnt bcat act -5, PvdQ acylase -6, CDK5 p35 inh 2.0, dFosB activator -8, SR-BI DiI inh -22, HTR5A ag 3, NSD2 HMT inh 1, MITF act 5, HTR5A inv ag -5 and V-ATPase pH 0.
`C=CCN(C(=O)c1ccccc1)C1CCS(=O)(=O)C1` (centres undefined) gave Wnt bcat act -1, PvdQ acylase -16, CDK5 p35 inh 1.7, dFosB activator 5, SR-BI DiI inh -3, HTR5A ag -6, NSD2 HMT inh 13, MITF act -5, HTR5A inv ag 15 and V-ATPase pH -1.
Screening CNN/C(N=Cc1ccc([N+](=O)[O-])s1)=N\S(=O)(=O)c1cc(C)c(Cl)cc1SCc1ccccc1 returned Wnt bcat act -3, PvdQ acylase -6, CDK5 p35 inh -0.5, dFosB activator -17, SR-BI DiI inh -10, HTR5A ag 0, NSD2 HMT inh -2, MITF act -23, HTR5A inv ag -2 and V-ATPase pH 1.
CC(C)c1ccc(S(=O)(=O)c2ccc(NN)cc2)cc1 was read as Wnt bcat act -1, PvdQ acylase -2, CDK5 p35 inh 0.2, dFosB activator 4, SR-BI DiI inh -10, HTR5A ag 6, NSD2 HMT inh 1, MITF act 2, HTR5A inv ag -17 and V-ATPase pH -1.
Cc1ccc(NC(=O)/C=C\C(=O)O)c([N+](=O)[O-])c1 was read as PvdQ acylase -9, CDK5 p35 inh 0.3, dFosB activator -1, SR-BI DiI inh -10, HTR5A ag -1, NSD2 HMT inh 8, MITF act -1, HTR5A inv ag 4 and V-ATPase pH 10.
CCOC(=O)C(C)Sc1ncnc2c1nnn2-c1ccc(F)cc1 (centres undefined) was read as PvdQ acylase 0, CDK5 p35 inh 0.0, dFosB activator 5, SR-BI DiI inh -14, HTR5A ag 6, NSD2 HMT inh 0, MITF act 5, HTR5A inv ag -15 and V-ATPase pH 0.

From PubChem
